# Assay outcomes deposited in PubChem by National Center for Advancing Translational Sciences (NCATS).
# IDH1 R132H inh: blocks human mutant IDH1 R132H enzyme; Potency, µM (titrated, usually from 76.6 µM), without a hit: at the top dose activity change, negative = inhibition, usual class: inhibitors; IDH1-R132H enzyme, NADPH consumption, diaphorase/resazurin fluorescence; hit rate 0.093% among 390,000; O75874; further: on the % scale 0 is the no-effect control and ±100 the full control effect; nearly all actives have a fitted effect of over 65% in size
# Target sequence (O75874 whole entry R132H, stated change not applied): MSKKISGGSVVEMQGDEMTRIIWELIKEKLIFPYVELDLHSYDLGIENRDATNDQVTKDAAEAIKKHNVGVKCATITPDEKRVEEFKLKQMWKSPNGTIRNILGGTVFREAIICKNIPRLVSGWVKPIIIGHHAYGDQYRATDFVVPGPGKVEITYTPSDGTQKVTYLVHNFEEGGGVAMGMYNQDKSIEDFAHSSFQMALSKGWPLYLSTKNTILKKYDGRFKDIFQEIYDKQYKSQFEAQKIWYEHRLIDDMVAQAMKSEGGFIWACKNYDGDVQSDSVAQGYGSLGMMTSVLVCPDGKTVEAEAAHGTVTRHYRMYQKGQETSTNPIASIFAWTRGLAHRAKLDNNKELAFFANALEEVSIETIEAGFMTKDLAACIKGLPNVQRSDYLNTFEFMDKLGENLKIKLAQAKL
#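 IDH1-R132H (0.5 ug/mL dispensed) in pH 7.5 Tris buffer was preincubated 30 min with compound, then given a substrate mix of 0.016 mM NADPH and 2 mM alpha-KG for 80 min at room temperature; remaining NADPH was read by diaphorase/resazurin fluorescence.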
# Vif-APOBEC3G blk: Vif-A3G binding inhibition; Q9HC16; HeLa A3G-eYFP + Vif (tagged APOBEC3G with the HIV-1 protein that degrades it), YFP fluorescence, overnight; Potency, µM (highest dose often 46.1 µM), without a hit: at the highest dose activity, negative = active, most hits filed as inhibitors; hit rate 0.076% among 410,000; AID 602310;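 further: on the % scale 0 is the no-effect control and ±100 the full control effect; nearly all actives have a fitted effect of over 60% in size; hits raise eYFP signal because A3G escapes Vif-driven loss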
#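 Read-out is eYFP fluorescence (Ex 488/Em 500-530) from Vif-expressing HeLa A3G-eYFP cells; more signal means A3G escaped Vif-mediated degradation. Cells plated overnight, compound pinned in, incubated overnight at 37 deg C.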
# TrxR1 substrate: substrates of rat thioredoxin reductase 1 | hit rate 0.01% among 390,000 | O89049 | Potency, µM (doses to about 114 µM), for the others: at the highest dose activity change, negative = substrate turnover | purified TrxR1 substrate turnover, NADPH consumption readout; further: on the % scale 0 is the no-effect control and ±100 the full control effect; nearly all actives have a fitted effect of over 50% in size
# Target sequence (O89049 whole entry, looked up): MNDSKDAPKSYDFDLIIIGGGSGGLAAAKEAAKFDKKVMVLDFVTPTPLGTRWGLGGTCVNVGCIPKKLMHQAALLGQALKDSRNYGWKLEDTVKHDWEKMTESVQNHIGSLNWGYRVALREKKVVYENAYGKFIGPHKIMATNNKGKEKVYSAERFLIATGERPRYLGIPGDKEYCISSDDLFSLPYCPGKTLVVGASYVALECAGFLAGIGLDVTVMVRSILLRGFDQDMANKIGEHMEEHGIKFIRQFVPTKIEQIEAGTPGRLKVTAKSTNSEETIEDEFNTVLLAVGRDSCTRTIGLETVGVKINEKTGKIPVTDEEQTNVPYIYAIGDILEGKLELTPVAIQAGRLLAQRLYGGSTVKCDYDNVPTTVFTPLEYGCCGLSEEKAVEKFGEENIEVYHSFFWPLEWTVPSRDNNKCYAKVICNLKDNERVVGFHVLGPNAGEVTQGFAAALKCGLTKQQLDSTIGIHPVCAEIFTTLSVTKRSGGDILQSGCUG
#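 Rat TrxR1, dispensed at 90 nM, was prereduced with 400 uM NADPH (final) for 5 min at ~22 deg C, then incubated with compound 15 min before 400 uM selenite. A first-read NADPH fluorescence drop versus no-compound background flagged substrates.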
# ALOX12 inh: blocks human arachidonate 12S-lipoxygenase. purified 12hLO, xylenol orange hydroperoxide absorbance. P18054. Potency, µM (highest dose often 108 µM), for inactives: top-dose activity change, negative = inhibition, hits mostly inhibitors. AID 1671190. hit rate 1.1% among 580,000; further: on the % scale 0 is the no-effect control and ±100 the full control effect
#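 Purified human 12hLO (150 nM final) in 25 mM Hepes, 0.01% Triton X-100, pH 7.0 was preincubated 15 min at room temperature with compound. Then 40 uM arachidonic acid was added, 30 min. Hydroperoxide was read by Fe-XO absorbance ratio 573/405 nm.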
# Vif-APOBEC3F blk: inhibitors of Vif-A3F interaction | HeLa A3F-eYFP + Vif (tagged APOBEC3F with the HIV-1 protein that degrades it), YFP fluorescence increase | Potency, µM (series often up to 46.1 µM), for the others: at the top dose activity, negative = active | hit rate 0.2% among 390,000; further: % of control where 0% means no effect; nearly all actives have a fitted effect of over 65% in size
#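 HeLa cells stably expressing A3F-eYFP plus Vif, plated and incubated overnight at 37 deg C, then exposed to compounds overnight at 37 deg C. Blocked degradation read as raised yellow fluorescence (Ex 488/Em 500-530).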
# RGS4 inhibitor: blocks human RGS4-accelerated GTP hydrolysis; Transcreener GDP fluorescence polarization, RGS4-accelerated GTP hydrolysis; AID 504845; hit rate 0.039% among 390,000; Potency, µM (highest dose often 114 µM), for the others: at the top dose activity change, negative = inhibition, usual class: inhibitors; further: on the % scale 0 is the no-effect control and ±100 the full control effect; nearly all actives have a fitted effect of over 75% in size; some results filed as inactive show a strong effect at the top dose
#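 MLSMR compounds (23 nl, pin-transferred) preincubated 10 min at room temperature with a 500nM (2x) first reagent, then RGS4 at 900nM (2x) plus Transcreener GDP mix added; fluorescence polarization (620/688 nm) read before and after 90 min at 30 °C.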
# RXFP1 ag: agonists of human relaxin receptor RXFP1; hit rate 0.3% among 370,000; Q9HBX9; AID 2676; Potency, µM (top dose mostly 57.5 µM), for the others: at the highest dose activation, most hits filed as activators; HEK293T-RXFP1 cAMP TR-FRET, 30 min; response scale: percent of porcine relaxin response, buffer zero; further: on the % scale 0 is the no-effect control and ±100 the full control effect; nearly all actives have a fitted effect of over 60% in size; many of its hits are not listed in these tables
#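 Agonist response is measured as cAMP accumulation in an RXFP1-transfected HEK293T line under PDE4 inhibition. Values are scaled between buffer-only and 29 nM porcine relaxin, and EC50s come from standard Hill equation fits.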
# rTrxR1 inhibitor: inhibitors of rat thioredoxin reductase 1 | recombinant rTrxR1, NADPH fluorescence consumption, selenite substrate | Potency, µM (top dose mostly 114 µM), for inactives: top-dose activity change, negative = inhibition, most hits filed as inhibitors | hit rate 1% among 390,000; further: on the % scale 0 is the no-effect control and ±100 the full control effect; nearly all actives have a fitted effect of over 65% in size
#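 Rat TrxR1 (90 nM in the dispensed reagent) was pre-reduced with 400 uM NADPH for 5 min at room temperature, then incubated with compound for 15 min. After 400 uM selenite was added, NADPH fluorescence (Ex 340/Em 450 nm) was followed for 8 min.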
# USP1-UAF1 inh: USP1/UAF1 (human) deubiquitinase inhibition; recombinant USP1/UAF1, Ub-Rhodamine cleavage fluorescence; O94782; hit rate 0.23% among 390,000; Potency, µM (top dose mostly 57.1 µM), for the others: top-dose activity change, negative = inhibition, usual class: inhibitors; AID 743255; further: on the % scale 0 is the no-effect control and ±100 the full control effect; nearly all actives have a fitted effect of over 60% in size; inactives centre near -12
#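 USP1/UAF1 complex (1 nM) preincubated 15 min at room temperature with compound, then Ub-Rho substrate (150 nM final) added. Kinetic fluorescence at 480/540 nm over 6 reads at 60 s intervals; 50 mM HEPES pH 7.8, 0.5 mM EDTA, 0.1 mg/ml BSA, 1 mM TCEP, 0.01% Tween-20.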
# * hit, by the source's call; ? = inconclusive; / = no result given; & = joins results of further samples; [ ] = another dose, or the depositor's remark. The call rests on the fitted dose curve; in most records, active means well fitted curve in the direction sought with a large enough effect; inconclusive means small, poorly fitted or top-dose-only effect, or another doubt; inactive means no such curve, though single readings can be large; an effect the other way counts as inactive or inconclusive. Potency means the concentration at half of the fitted maximal effect. Only part of the results is shown; the hit share may differ from the screen's.
SMILES,IDH1 R132H inh,Vif-APOBEC3G blk,TrxR1 substrate,ALOX12 inh,Vif-APOBEC3F blk,RGS4 inhibitor,RXFP1 ag,rTrxR1 inhibitor,USP1-UAF1 inh
CN(C)CCOCCOc1ccc(Cl)c2ccccc12,2%,5%,10%[57.1 µM],-19%,-15%,13%,1.1%,27%[57.1 µM],-15%
O=C(c1cc2ccccn2n1)N1CCN(c2ccccn2)CC1,3%,-5%,11%[57.1 µM],12%,5%,-3%,-0.6%,19%[57.1 µM],-19%
Fc1cccc(CSc2ncnc3c2oc2ccccc23)c1,12%,1%,-3%,-6%,5%,-8%,22%,-5%,-13%
CC(C)(C)Nc1ncnc2sc(-c3ccccc3)cc12,3%,-1%,27%,0%,-26%,23%,1.0%,24%,-22%
Cc1ccc(NC(=O)CN2CCN(C(=O)c3ccco3)CC2)cc1,2%,-2%,-1%,-6%,9%,-5%,3.9%,-28%,-20%
C[C@H](CO)N1C[C@H](C)[C@@H](CN(C)Cc2ccc3c(c2)OCO3)OCc2cnnn2CCCC1=O,4%,-1%,/,4%,-3%,/,/,/,-21%
O=C(NC(=S)Nc1nc(-c2cccc3ccccc23)cs1)c1cc2ccccc2o1,1%,3%,10%[57.1 µM],-7%,-3%,4%,-0.4%,16%[57.1 µM],-7%
CCCC(NC(=O)C(C)NC(=O)CO/N=C1\C=C2CCC3C4CCC(C(C)=O)[C@@]4(C)CCC3[C@@]2(C)CC1)C(=O)O (stereo not given in full),6%,1%,6%,16%,-6%,2%,-0.6%,12%,-15%
Cc1ccccc1Nc1c(-c2cccs2)nc2cccc(C)n12,2%,-1%,31%,-6%,1%,11%,8.8%,25%,-22%
O=c1c(F)cn(C2CCCO2)c(=O)n1Cc1ccc(Cl)cc1 (stereo not given),2%,1%,3%,1%,-4%,-33%[11.4 µM],-0.8%,14%,-14%
O=C(Cn1cc(COc2ccc(Br)cc2)nn1)c1ccc(O)cc1,1%,0%,-4%,?,2%,16%,/,12%,-20%
O=C(CCNS(=O)(=O)c1ccccc1)NNC(=O)C1COc2ccccc2O1 (stereo not given),0%,-4%,2%,18%,-15%,14%,-0.5%,18%,-11%
O=C(O)CCn1ncc2ccccc2c1=O,2%,1%,6%[57.1 µM],?,-6%,-24%,4.3%,27%[57.1 µM],-2%
Cc1ccc(NS(=O)(=O)c2c(C)[nH]c(=O)[nH]c2=O)c(C)c1,8%&15%,0%&-3%,6%&1%,13%&-12%,6%&-2%,-5%&-2%,1.9%&-1.5%,32%&8%,-20%&10%
O=C1N/C(=N/c2ccccn2)SC1Cc1ccccc1 (stereo not given),-2%,-1%,3%,2%,1%,-11%,13%,8%,-1%
CS(=O)(=O)N1N=C(c2ccco2)CC1c1ccco1 (stereo not given),-4%,-5%,5%,?,-10%,-5%,0.3%,?,-17%
CSc1cccc(NC(=O)/C=C/c2ccco2)c1,5%,1%,-9%[57.1 µM],?,-5%,?,-0.1%,14µM*,-23%
COCCNC(=O)C(c1ccc(C)cc1)N(C(=O)CCC(=O)Nc1ccccn1)c1ccccc1C (stereo not given),15%,-1%,4%[57.1 µM],0%,4%,-13%,-1.8%,19%[57.1 µM],-15%
COc1cc(NC(=O)CSc2nnc3ccccn23)cc(OC)c1,4%,1%,8%,-10%,-2%,15%,1.3%,19%,0%
CCOc1ccc(CCNC(=O)CN2C(=O)NC3(CCCc4ccccc43)C2=O)cc1OCC (stereo not given),-9%,-2%,2%,11%,-11%,-18%,-0.1%,14%,-22%
C[C@H]1CN([C@@H](C)CO)C(=O)Cc2cc(NC(=O)CCC(F)(F)F)ccc2O[C@H]1CN(C)Cc1ccc(C(F)(F)F)cc1,-7%,-4%,-9%,-9%,0%,-2%,/,-11%,-21%
CCOC(=O)/C=C/C(=O)Nc1ccc(S(=O)(=O)N(C)c2ccccc2)cc1,14%,-25%,-1%[57.1 µM],?,-6%,-6%,-0.3%,2%[57.1 µM],-8%
CCCN1/C(=C(/C#N)C2=NS(=O)(=O)c3ccccc32)N(C)c2ccccc21,-1%,3%,-18%,1%[57.4 µM],0%,1%,2.1%,-14%,-17%
O=C(COc1ccccc1)NCCc1csc(-c2ccc(Cl)cc2)n1,12%,2%,1%[57.1 µM],?,-1%,-7%,0.3%,12%[57.1 µM],?
COc1ccc(CNC(=O)Cn2cc3c(n2)CCCCC3)cc1,-1%,0%,4%[57.1 µM],4%[57.4 µM],2%,0%,1.3%,20%[57.1 µM],-8%

# Molecules above containing a halogen:
SMILES,IDH1 R132H inh,Vif-APOBEC3G blk,TrxR1 substrate,ALOX12 inh,Vif-APOBEC3F blk,RGS4 inhibitor,RXFP1 ag,rTrxR1 inhibitor,USP1-UAF1 inh
CN(C)CCOCCOc1ccc(Cl)c2ccccc12,2%,5%,10%[57.1 µM],-19%,-15%,13%,1.1%,27%[57.1 µM],-15%
Fc1cccc(CSc2ncnc3c2oc2ccccc23)c1,12%,1%,-3%,-6%,5%,-8%,22%,-5%,-13%
O=c1c(F)cn(C2CCCO2)c(=O)n1Cc1ccc(Cl)cc1 (stereo not given),2%,1%,3%,1%,-4%,-33%[11.4 µM],-0.8%,14%,-14%
O=C(Cn1cc(COc2ccc(Br)cc2)nn1)c1ccc(O)cc1,1%,0%,-4%,?,2%,16%,/,12%,-20%
C[C@H]1CN([C@@H](C)CO)C(=O)Cc2cc(NC(=O)CCC(F)(F)F)ccc2O[C@H]1CN(C)Cc1ccc(C(F)(F)F)cc1,-7%,-4%,-9%,-9%,0%,-2%,/,-11%,-21%
O=C(COc1ccccc1)NCCc1csc(-c2ccc(Cl)cc2)n1,12%,2%,1%[57.1 µM],?,-1%,-7%,0.3%,12%[57.1 µM],?

# Records listed so far that bear a hit mark in rTrxR1 inhibitor:
SMILES,IDH1 R132H inh,Vif-APOBEC3G blk,TrxR1 substrate,ALOX12 inh,Vif-APOBEC3F blk,RGS4 inhibitor,RXFP1 ag,rTrxR1 inhibitor,USP1-UAF1 inh
CSc1cccc(NC(=O)/C=C/c2ccco2)c1,5%,1%,-9%[57.1 µM],?,-5%,?,-0.1%,14µM*,-23%

# (continued)
SMILES,IDH1 R132H inh,Vif-APOBEC3G blk,TrxR1 substrate,ALOX12 inh,Vif-APOBEC3F blk,RGS4 inhibitor,RXFP1 ag,rTrxR1 inhibitor,USP1-UAF1 inh
c1cc(-c2nnc3n2CCCCC3)ccn1,2%,0%,11%,8%,-2%,6%,1.3%,13%,-10%
CC(C)Sc1ncc(Cl)c(C(=O)Nc2c(C(=O)Nc3ccccc3)oc3ccccc23)n1,10%,-1%,-2%,-11%,-6%,5%,-2.5%,14%,?
CCN(CC)c1ccc(C(=O)N/N=C(\C)c2ccc(OC)c(OC)c2)cc1,-2%,-8%,-4%,7%,7%,-4%,1.5%,-7%,-8%
COc1cc(C)c(CNc2cc(C)cc(C)c2)cc1C,4%,0%,5%[57.1 µM],10%,8%,-27%,2.8%,-5%[57.1 µM],-10%
O=C(COC(=O)C1CC1)Nc1ccccc1Sc1ccccc1,14%,3%,-2%,0%,-5%,11%,2.8%,0%,-5%
CC1CCC(C(C)C)C(OC(=O)Cn2c(-c3ccc(Br)cc3)[n+](C)c3ccccc32)C1 (stereo not given),5%&-1%,-11%&-17%,-1%[57.1 µM],?,5%&6%,?,0.0%&0.7%,2%[57.1 µM],-7%&-5%
COc1ccccc1/C=C/C=N/NC(=O)c1cc(-c2ccc(C)o2)[nH]n1,5%,?,1%,119%[activator],?,-44%,-0.3%,-23%,-29%
c1ccc(C(c2ccccc2)N2CCN(c3nc4ccccc4n4cnnc34)CC2)cc1,-5%,-4%,19%,17%,-9%,26%,2.7%,21%,-2%
COc1ccc(CCNC(=O)Cc2ccc3c(c2)OCO3)cc1OC,4%,-2%,14%[57.1 µM],0%,0%,6%,1.5%,2%[57.1 µM],-12%
Cc1ccc(C(=O)C(C)OC(=O)Cc2c[nH]c3ccccc23)cc1 (stereo not given),5%,0%,-7%,-8%,-2%,18%,0.3%,6%,-5%
CCOCCn1c(COc2ccc(C)cc2)nc2ccccc21,5%,-3%,-8%,-14%,-1%,-5%,2.3%,-9%,-20%
Cc1ccc(NC(=O)CNc2ccc(OC(C)C)cc2)cc1,2%,-1%,-6%,9%,2%,-44%,-0.2%,-12%,-12%
COc1ccccc1C(C(=O)NCc1ccccc1)N(C(=O)c1csnn1)C1CC1 (stereo not given),14%,1%,11%[57.1 µM],?,15%,-1%,1.9%,12%[57.1 µM],0%
N#Cc1cc2cc3ccccc3nc2n2c(=O)c3ccccc3nc12,-1%,1%,-5%,-27%,?,-8%,10%,15%[57.1 µM],-10%
